LGR2 inh: inhibitors of bursicon-induced LGR2 CRE-luciferase signal, primary screen, cell-based, HEK293, CRE-luciferase reporter, bursicon stimulation; 380,000 compounds, 0.35% hits; bursicon-stimulated, 4 h; Drosophila bursicon receptor LGR2 (rickets); inhibition, % at 9.99 µM; AID 720647, 2013;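 active = drop in luminescence signal, shown as inhibition above about 50% in the replicate tests, limit read from the data, passing the limit was not always enough; inconclusive = probably only some replicates passing the limit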;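 note: agonist challenge used bursicon conditioned medium at about half maximal strength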
SIRT5 inh: SIRT5 desuccinylase inhibitors, primary screen, biochemical, fluorescence imaging, single point, set 5; Purified SirT5, succinyl-peptide AMC, trypsin-coupled fluorescence; 330,000 compounds, 1.1% hits; inhibition, % at 15 µM; NAD-dependent protein deacylase sirtuin-5, mitochondrial (Homo sapiens), Q9NXA8; AID 652115, 2013; in the data active = inhibition above about 15%; inconclusive = no clear call, values can overlap the other calls
Target sequence (Q9NXA8 whole entry, looked up): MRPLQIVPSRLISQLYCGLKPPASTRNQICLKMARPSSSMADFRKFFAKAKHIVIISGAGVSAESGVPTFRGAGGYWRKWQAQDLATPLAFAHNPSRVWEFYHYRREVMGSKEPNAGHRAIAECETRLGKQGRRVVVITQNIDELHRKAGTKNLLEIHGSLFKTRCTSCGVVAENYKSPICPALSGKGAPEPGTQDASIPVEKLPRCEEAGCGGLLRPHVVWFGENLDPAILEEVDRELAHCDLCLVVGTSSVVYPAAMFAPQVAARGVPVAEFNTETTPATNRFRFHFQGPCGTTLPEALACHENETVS
ARNT TACC3 PPI: disruptors of ARNT/TACC3 protein interaction, primary screen, biochemical, AlphaScreen, single concentration. AID 623870, 2012. Transforming acidic coiled-coil-containing protein 3 (Homo sapiens), Q9Y6A5. 390,000 compounds, 0.66% hits. AlphaScreen His-ARNT PAS-B/GST-TACC3 binding, luminescence; TACC3 fragment carries E629A point mutation. inhibition, % at 9.99 µM;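 active = mean inhibition of replicates at least 50% and at least half of replicates each reaching 50%; inconclusive = half or more replicates reach 50% but mean below 50%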;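 note: 0% = complete ARNT plus TACC3 wells and 100% = ARNT alone without TACC3; many hits fall short of the cut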
EWS-Fli inh: EWS/Fli-driven NR0B1 reporter inhibitors, primary screen, A673 cells, NR0B1 luciferase, luminescence, MLPCN library. viability-normalised. AID 651661, 2012. inhibition, % at 12.6 µM. 350,000 compounds, 0.67% hits;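 active = mean inhibition of at least 50% after viability correction, with every replicate also passing that limit; inconclusive = mean reaches 50% but only one of two replicates passes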;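 note: firefly luciferase signal divided by Alamar Blue viability fluorescence both relative to DMSO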
DENV2 CPE rescue: inhibitors of DENV2 cytopathic effect, primary screen, cell-based, plate reader, single concentration | 350,000 compounds, 1.7% hits | DENV2-infected cells, cytopathic effect rescue | CPE inhibition, % at 9.99 µM; in the data active = CPE inhibition above about 20%, passing the limit was not always enough; inconclusive = no clear call, values can overlap the other calls; tested in BHK-21 cells;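 note: 0% = median of neutral control wells and 100% = median of positive control wells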
Casp6 inh: human caspase-6 inhibitors, primary screen, biochemical, VEID-R110 fluorescence, single point, set 2 | P55212 | purified caspase-6, Z-VEID-R110 cleavage fluorescence | inhibition, % at 12.5 µM | 350,000 compounds, 0.53% hits | AID 686996, 2013;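 active = mean inhibition across replicates at least about 35%, with every replicate also reaching that limit, limit read from the data; inconclusive = only one of the two criteria met; inactive = neither criterion met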;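 note: 0% = median of neutral control wells and 100% = no fluorescence left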
Target sequence (P55212 24-179 limits assumed): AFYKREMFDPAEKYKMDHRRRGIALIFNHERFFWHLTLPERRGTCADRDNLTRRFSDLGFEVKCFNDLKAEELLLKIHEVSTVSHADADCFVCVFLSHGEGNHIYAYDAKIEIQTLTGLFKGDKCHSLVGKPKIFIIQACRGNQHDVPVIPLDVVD
Target sequence (P55212 194-293 limits assumed): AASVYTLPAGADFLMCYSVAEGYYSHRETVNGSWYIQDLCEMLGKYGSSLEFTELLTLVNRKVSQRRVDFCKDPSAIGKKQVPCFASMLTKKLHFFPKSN
PAX8 reporter: inhibitors of PAX8-driven TPO luciferase reporter, primary screen, RMG-I cells, single concentration. SteadyGlo, 24 h. inhibition, % at 12.6 µM. 360,000 compounds, 1.2% hits;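 active = mean replicate inhibition at least 60% with every replicate also reaching 60%; inconclusive = only one of the two criteria is met; inactive = mean below 60% and not all replicates reaching 60%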;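 note: luciferase light reporting Pax8 driven TPO promoter activity; plate controls were median of neutral control wells for no effect and mitoxantrone controls for full effect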
The depositor's hits bear a star; ? = inconclusive; . = not tested or not shown. The order is random; overall some 4.9% were active at least once.

SMILES	LGR2 inh	SIRT5 inh	ARNT TACC3 PPI	EWS-Fli inh	DENV2 CPE rescue	Casp6 inh	PAX8 reporter
O=C1NN=C2CCCCCCC12 (configuration not stated)	0.3	-6.7	.	-0.6	-5.6	-2.0	-21.5
COc1ccc(OC)c(C(O)c2nc3ccccc3n2C)c1 (configuration not stated)	-5.6	-2.0	-2.2	-2.2	-1.7	-4.7	19.3
CCCN(C)C[C@H]1OCCCC[C@@H](C)Oc2ccc(NS(=O)(=O)c3ccc(OC)cc3)cc2C(=O)N([C@H](C)CO)C[C@@H]1C	5.6	0.2	-3.0	2.2	54.8*	1.3	-2.4
CC(C)[C@H]1COCn2nncc2CC[C@@H](Cc2ccccc2)C(=O)N1	8.0	-2.0	.	2.3	0.4	-2.6	-3.1
COc1ccc2c3c([nH]c2c1)[C@H](CO)N(C(=O)CN(C)C)CC31CCN(CC2CC2)CC1	-5.4	0.8	.	-6.4	-4.3	-44.7	-14.2
CC(C)(C)c1cc2nc(NCCOc3ccccc3)ccn2n1	10.4	0.5	.	-5.3	-1.9	0.8	-15.7
C[C@H](CO)N1C[C@H](C)[C@H](CN(C)S(=O)(=O)c2cccs2)Oc2ncc(-c3ccc(F)cc3)cc2C1=O	-0.3	0.8	-0.7	0.0	-13.3	-1.1	.
COc1ccc(CNC(=O)CCCC2=NS(=O)(=O)c3ccccc3N2)cc1	5.9	0.6	33.8	.	4.3	-2.4	3.8
COC(=O)[C@@H](NCc1cccc(CN([C@H](C(=O)OC)C(C)C)S(C)(=O)=O)c1)C(C)C	-6.7	.	1.0	-3.0	3.9	.	-14.7
Cc1ccc2cccc(S(=O)(=O)NC3CCS(=O)(=O)C3)c2n1 (configuration not stated)	7.0	4.2	-3.0	5.5	3.6	-0.4	.
COc1ccc(N2CCN(S(=O)(=O)CCNC(=O)c3ccc4c(c3)OCO4)CC2)cc1	-21.7	2.2	0.3	-3.7	-4.7	-2.3	10.5
Cn1nc(C(C)(C)C)cc1C(=O)N1CCCC(c2cc(C(=O)Nc3ccccc3Cl)no2)C1 (configuration not stated)	10.8	.	.	-10.8	?	0.9	4.5
COc1ccc(C(=O)NC(Cc2ccc(OC(=O)c3ccc(OC)cc3)cc2)C(=O)O)cc1 (configuration not stated)	-5.4	8.5	-5.4	-1.2	-0.4	4.9	-7.9
N#Cc1ccc(C(=O)OCC(=O)N2CCN(C(=O)c3ccco3)CC2)cc1	-8.5	22.9*	-4.6	-5.6	1.4	-0.4	.
COc1ccc(S(=O)(=O)N(C)C[C@H]2OCCCC[C@@H](C)Oc3ccc(NS(=O)(=O)c4ccccc4)cc3C(=O)N([C@H](C)CO)C[C@@H]2C)cc1	3.4	2.5	-2.0	-1.1	-4.0	0.3	-26.7
COc1cc(C(=O)NC(=S)Nc2ccc3c(c2)C(=O)N(C)C3=O)cc(OC)c1OC	-5.0	-0.6	-4.1	-56.8	-6.5	-2.7	-14.4
CC(/C=N/NC(=O)Cn1cnc2ccccc21)=C\c1ccccc1	.	-0.4	-2.6	-41.6	.	3.7	-4.0
COCCNC(=O)COC(=O)C1=Cc2ccccc2OC1	16.4	1.1	-16.3	8.7	0.8	1.3	10.2
CCCCNC(=O)N1CCN(C/C=C/c2ccccc2)CC1	2.6	-3.9	-8.7	-0.8	-0.3	0.2	-3.3
COCC#Cc1ccc2c(c1)O[C@@H](CN(C)C(=O)C1CCC1)[C@H](C)CN([C@H](C)CO)S2(=O)=O	-15.6	0.5	-4.1	-5.8	-3.8	1.3	.
CCCCC(=O)Nc1ccccc1N1CCOCC1	?	-0.8	-9.1	-4.5	-0.5	-2.2	-0.3
O=C(C[C@H]1CC[C@H]2[C@@H](COC[C@H](O)CN2C(=O)Nc2ccc(Cl)cc2)O1)N1CCCCC1	-49.0	0.1	0.1	-48.5	-2.0	0.6	-26.3
COCC(=O)N1[C@H](C#N)[C@H](c2ccc(C3=CCCC3)cc2)[C@H]1CO	-3.2	3.0	-6.9	-0.4	9.0	-0.8	-9.5
CCN(CC)c1ccc(NC(=O)Cn2c(C(C)NC(=O)c3ccc(C)cc3)nc3ccccc32)cc1 (configuration not stated)	28.6	2.1	-3.1	3.2	4.3	-0.4	10.0
CC(C)C(=O)Nc1ccc2c(c1)nc(CCN1CCN(c3ccccn3)CC1)n2C	10.0	-4.8	-1.2	7.3	0.3	-3.2	-53.1
C[C@@H]1CN([C@@H](C)CO)S(=O)(=O)c2ccc(-c3ccc(C#N)cc3)cc2O[C@H]1CN(C)Cc1cccc(F)c1	-1.8	10.9	10.6	15.2	14.5	-2.6	56.8
C[C@@H]1CN([C@H](C)CO)C(=O)Cc2cc(NC(=O)Nc3ccc4c(c3)OCO4)ccc2O[C@@H]1CN(C)Cc1ccc(C(=O)Nc2ccccc2N)cc1	0.8	.	.	-4.0	13.3	-2.9	-2.0
C[C@@H](O)C#Cc1ccc([C@H]2[C@@H](CO)N3CCCCN(S(=O)(=O)c4ccccc4)C[C@H]23)cc1	11.5	.	-1.3	2.5	.	.	-11.2
COC(=O)C[C@H]1C[C@H]2c3cc(N(C)C)ccc3O[C@H]2[C@@H](CO)O1	-12.6	-2.1	17.7	-12.6	1.3	-0.3	-2.4
COc1cc2c(=O)n(CC3CCCO3)c(=O)n(CC(=O)Nc3ccccc3)c2cc1OC (configuration not stated)	8.6	-5.0	-2.1	3.7	-3.3	0.5	8.6
CCCNC(=O)N1[C@H](C#N)[C@@H](c2ccccc2)[C@H]1CO	4.7	7.4	-16.0	1.9	?	0.8	4.4
CCC(=O)N(C)C[C@@H]1Oc2ncc(C#CCC(C)C)cc2C(=O)N([C@@H](C)CO)C[C@H]1C	11.2	-2.7	-10.2	-7.0	-6.8	-0.9	.
O=[N+]([O-])c1ccc2nnn(O)c2c1	-9.2	.	4.8	.	.	.	15.8
CCCn1c(-c2ccc(C(=O)OC)cc2)nc2c1c(=O)[nH]c(=O)n2Cc1ccccc1	5.1	-2.8	-8.8	-0.3	-8.6	-2.1	-2.6
CCCn1c(SCC(=O)N2CCc3ccccc3C2)nc(O)cc1=O	5.8	3.8	.	13.1	6.0	0.0	-12.3
Cn1cc([C@@H]2C[C@H]3CN(Cc4cccc(Cl)c4)C(=O)[C@]34CCCN24)c2ccccc21	-2.9	.	5.6	.	.	.	3.9
COc1cc(Br)ccc1C1CC(=O)C(C)C(c2ccc(Br)cc2OC)N1 (configuration not stated)	7.5	-1.3	0.9	9.3	-6.1	-0.8	-6.2
Cc1cccc(NS(=O)(=O)Cc2ccccc2)c1C	4.7	-0.4	12.4	-7.8	-2.0	0.9	-26.7
Cc1ccc(S(=O)(=O)Nc2ccc3c(c2)C(=O)N([C@H](C)CO)C[C@@H](C)[C@@H](CN(C)CC2CCCCC2)OCCCC[C@H](C)O3)cc1	-4.2	17.5*	-1.4	12.3	-14.0	0.8	26.7
CCC(C)n1c(=S)[nH]c2c(sc3ccc([N+](=O)[O-])cc32)c1=O (configuration not stated)	20.5	6.3	17.0	34.5	3.6	0.4	-13.5

Entries of single compounds from above. Order of screens: LGR2 inh	SIRT5 inh	ARNT TACC3 PPI	EWS-Fli inh	DENV2 CPE rescue	Casp6 inh	PAX8 reporter
`CCCn1c(-c2ccc(C(=O)OC)cc2)nc2c1c(=O)[nH]c(=O)n2Cc1ccccc1` is listed with 5.1	-2.8	-8.8	-0.3	-8.6	-2.1	-2.6
`CCCNC(=O)N1[C@H](C#N)[C@@H](c2ccccc2)[C@H]1CO` is listed with 4.7	7.4	-16.0	1.9	?	0.8	4.4

Additional entries follow:
SMILES	LGR2 inh	SIRT5 inh	ARNT TACC3 PPI	EWS-Fli inh	DENV2 CPE rescue	Casp6 inh	PAX8 reporter
CC(C)NC(=O)N(C)C[C@@H]1Oc2ccc(NS(=O)(=O)c3cccs3)cc2CC(=O)N([C@H](C)CO)C[C@H]1C	4.3	0.5	-1.2	3.7	-2.6	0.7	-3.3
O=C(C[C@@H]1C/C=C\C[C@H](Cc2ccc(F)cc2)C(=O)OC[C@@H]2CCCN2C1=O)N[C@H](CO)Cc1ccccc1	-11.1	-4.0	-8.7	-1.6	-6.0	-2.5	3.7
CCCC#Cc1ccc([C@@H]2[C@@H](CO)N3C(=O)CN(C(=O)c4cccnc4)C[C@@H]23)cc1	-5.4	-1.6	.	-0.7	-1.1	0.9	.
O=C(O)c1cc(-c2cc3ccccc3o2)nn1-c1ccccc1	-0.9	13.4	-1.1	12.6	?	10.7	19.1
CCN(/C(N)=N/c1nc(C)cc(C)n1)c1ccccc1	-6.7	-7.7	-11.3	0.1	-1.6	-3.1	-16.4
C/C=C/c1ccc([C@H]2[C@@H](CO)N(C(=O)C3CCCC3)[C@H]2CNCCC)cc1	6.4	3.2	.	1.9	7.3	2.1	.
Cc1cc(C)c(NC(=O)C2CCN(C(=O)c3ccco3)CC2)c(C)c1	-1.4	-0.6	-5.9	0.7	6.9	-1.0	13.4
C/C(=N\NS(=O)(=O)c1cccc([N+](=O)[O-])c1)c1cccnc1	19.5	-4.1	-2.2	-3.4	1.1	2.8	3.6
CCCCn1nc(C(=O)Nc2cccc(C(=O)NC3CC3)c2)c2ccccc2c1=O	-6.6	4.3	-1.1	-9.7	-3.7	1.8	-6.5
CCOc1ccc(C2CC(c3cccc(C)c3)n3ncnc3N2)cc1 (configuration not stated)	10.5	3.4	2.9	0.7	1.1	1.0	5.7
O=C(CSc1nccn(-c2ccc3c(c2)OCCO3)c1=O)Nc1ccccc1	-38.2	-3.5	1.8	-63.0	-7.0	0.3	.
CO[C@@H]1CN(C)C(=O)c2cc(NC(=O)c3cnccn3)ccc2OC[C@@H](C)N(CC2CC2)C[C@H]1C	-2.7	-9.7	-9.5	3.5	-6.0	1.9	7.0
CCCC#Cc1ccc([C@H]2[C@H]3CN(C(=O)c4ccc5c(c4)OCO5)CCCCN3[C@H]2CO)cc1	5.3	4.8	3.3	10.7	1.6	2.1	32.0
COC(=O)C1=C(C(=O)OC)[C@]2([C@@H]3CCCCN[C@@H](Cc4ccccc4)C(=O)N3Cc3ccccc3)C=C[C@H]1O2	9.7	-1.3	6.0	9.5	?	-2.5	25.7
CC(=O)OCC1OC(COC(C)=O)(c2ccc(C)cc2)C(OC(C)=O)C1OC(C)=O (configuration not stated)	-11.1	-2.1	-1.1	-7.4	1.9	0.3	7.8
CCOc1cc(N2CCOCC2)c(OCC)cc1NC(=O)c1oc2ccccc2c1C	0.8	1.0	-3.5	5.5	-3.4	-0.6	19.4
CCC(CC)C(=O)c1c[nH]c(C(=O)NCc2cccnc2)c1	10.7	-4.6	-4.3	-0.4	.	2.2	14.2
CCOC(=O)N1CCC(NC(=O)c2ccc3c(c2)ncn3C2CCCC2)CC1	-6.0	0.5	-0.7	-37.5	2.4	1.6	.
O=C(O)c1ccccc1/C=N/NC(=O)C1CCCCC1	20.1	-4.7	-0.6	-2.1	14.9	-0.5	-6.8
COc1cccc(OCCCn2ccnc2)c1	8.3	-2.4	-6.6	5.0	0.9	0.0	-2.7
CS(=O)(=O)Nc1cccc(-c2cc(NC=O)c3ncc(-c4ccc(F)c(Cl)c4)n3c2)c1	-15.9	1.3	.	11.1	16.9	1.7	64.1*
Cc1nnc(NC(=O)CSc2nc3c(c(=O)n2CCc2ccccc2)SC(C)C3)s1 (configuration not stated)	8.9	-1.4	-3.3	5.2	19.5	1.2	11.5
CSc1ccc(CN2CCC2(C)C(=O)NCc2ccccc2Br)cc1 (configuration not stated)	-21.2	.	.	3.9	-1.5	0.3	-7.7

Screens deposited in PubChem BioAssay by Broad Institute.
